IDE cell inh – human IDE inhibitors in live cells, primary screen, fluorescence polarization, HEK cells, FAbetaB substrate; FAbetaB cleavage; inhibition, % at 5.59 µM; 320,000 tested, 0.41% active;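 active means percent inhibition above the average of all tested compounds plus 3 SD, set per screening campaign, cut at about 16% in these data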;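 further: IDE supplied by intact live HEK cells; FP after avidin binding of uncleaved biotin substrate so inhibition keeps polarization high; 0% = DMSO wells and 100% = 60 µM reference IDE inhibitor Ii1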
Target sequence (P14735 whole entry, looked up): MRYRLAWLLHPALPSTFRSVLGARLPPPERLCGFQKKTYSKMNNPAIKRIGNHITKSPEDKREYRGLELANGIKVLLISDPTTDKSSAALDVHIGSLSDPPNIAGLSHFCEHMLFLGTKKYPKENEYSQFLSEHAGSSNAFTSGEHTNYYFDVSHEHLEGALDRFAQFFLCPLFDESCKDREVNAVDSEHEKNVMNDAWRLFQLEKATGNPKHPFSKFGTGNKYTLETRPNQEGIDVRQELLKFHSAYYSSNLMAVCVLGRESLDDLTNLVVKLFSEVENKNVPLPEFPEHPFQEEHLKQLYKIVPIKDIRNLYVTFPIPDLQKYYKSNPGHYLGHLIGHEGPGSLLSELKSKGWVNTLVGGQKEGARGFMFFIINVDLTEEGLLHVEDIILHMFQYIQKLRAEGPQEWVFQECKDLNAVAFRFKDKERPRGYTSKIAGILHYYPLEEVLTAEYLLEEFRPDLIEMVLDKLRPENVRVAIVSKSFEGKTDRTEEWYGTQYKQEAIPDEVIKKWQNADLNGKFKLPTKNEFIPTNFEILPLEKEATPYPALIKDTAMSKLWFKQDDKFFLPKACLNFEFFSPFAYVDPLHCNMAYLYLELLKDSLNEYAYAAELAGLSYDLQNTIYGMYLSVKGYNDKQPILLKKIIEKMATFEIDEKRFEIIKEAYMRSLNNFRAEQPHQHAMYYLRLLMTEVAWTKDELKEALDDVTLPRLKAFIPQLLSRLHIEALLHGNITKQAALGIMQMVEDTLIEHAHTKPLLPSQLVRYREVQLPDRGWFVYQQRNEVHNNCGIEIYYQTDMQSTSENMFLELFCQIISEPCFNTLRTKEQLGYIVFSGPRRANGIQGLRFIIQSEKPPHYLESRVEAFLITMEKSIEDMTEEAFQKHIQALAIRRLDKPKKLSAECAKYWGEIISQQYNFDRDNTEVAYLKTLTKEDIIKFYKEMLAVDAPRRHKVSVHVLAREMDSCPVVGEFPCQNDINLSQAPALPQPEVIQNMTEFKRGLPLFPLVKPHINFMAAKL
IDE cell activ – human IDE activators in live cells, primary screen, fluorescence polarization, HEK cells, FAbeta-B substrate. Insulin-degrading enzyme (Homo sapiens), P14735. FAbeta-B cleavage; 0% vehicle, 100% cell-free pure enzyme wells. activation, % at 5.96 µM. 340,000 tested, 0.073% active. AID 493087, 2011;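 active means activation above the mean of all tested compounds plus 3 SD, set per screening campaign, cut at about 17% in these data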
An asterisk follows results filed as active.

Results for Cc1ccc(NS(=O)(=O)c2ccc(C(=O)N3CC(C)CC(C)C3)cc2)cc1 (stereo not drawn) ?
IDE cell inh: -2.2; IDE cell activ: -4.8

What do the screens show for `CCCc1cc(=O)[nH]c2nnc(SCC(=O)Nc3cc(C)on3)n12`?
IDE cell inh: -1.8; IDE cell activ: 2.6

Results for Cc1ccc(Cl)c(OCC(=O)N(C)CC(=O)Nc2ccc(N3CCOCC3)cc2)c1 ?
IDE cell inh: -2.1; IDE cell activ: 4.0

Results for COc1ccc(NC(=O)c2ccc(NC(=O)COC(=O)c3cnc(C)cn3)cc2)cc1 ?
IDE cell inh: -6.8; IDE cell activ: -0.3

What do the screens show for `COc1ccc(OC)c(NC(=O)COC(=O)/C=C/c2ccco2)c1`?
IDE cell inh: 0.1; IDE cell activ: 0.1

How did COc1ccccc1CCC(=O)OCC(=O)N1c2ccccc2NC(=O)C1(C)C do in these assays?
IDE cell inh: 4.8; IDE cell activ: 3.5

What do the screens show for `CN(C(=O)c1ccccc1C(=O)OCC(=O)c1ccc(F)cc1)c1ccccc1`?
IDE cell inh: -3.3; IDE cell activ: 1.7

How did Cc1ccc(OCC(=O)N(C)CC(=O)Nc2ccc(Cl)c(C(F)(F)F)c2)c([N+](=O)[O-])n1 do in these assays?
IDE cell inh: -0.9; IDE cell activ: -1.2

What do the screens show for `Cc1ccc(NC(=O)COC(=O)C2CC2)cc1S(=O)(=O)N1CCOCC1`?
IDE cell inh: 6.8; IDE cell activ: 1.9

What do the screens show for `Cc1nc(SCC(=O)NC2CCS(=O)(=O)C2)c(C#N)c(C)c1C` (stereo not drawn)?
IDE cell inh: 1.5; IDE cell activ: -0.1

What do the screens show for `COc1ccc(C2CC(c3ccccc3)=NN2C(=O)COC(=O)c2cccc(N)c2)cc1` (stereo not drawn)?
IDE cell inh: 0.0; IDE cell activ: 0.0

How did Cc1sc2nc(CN3CCCC3)nc(N3CCN(S(=O)(=O)c4cccc(F)c4)CC3)c2c1C do in these assays?
IDE cell inh: 2.4; IDE cell activ: -2.6

What do the screens show for `CCOc1ccc(S(=O)(=O)NCCC(=O)N2CC=C(c3ccccc3)CC2)cc1`?
IDE cell inh: 5.2; IDE cell activ: -18.4

How did O=C(COC(=O)/C=C/c1ccc([N+](=O)[O-])cc1)NNC(=O)c1ccccc1 do in these assays?
IDE cell inh: 4.0; IDE cell activ: 3.4

What do the screens show for `O=C(COc1coc(CN2CCc3ccccc3C2)cc1=O)Nc1cccc([N+](=O)[O-])c1`?
IDE cell inh: -5.0; IDE cell activ: 2.2

How did O=C(COC(=O)c1ccc(Cl)c(S(=O)(=O)NCc2ccccc2)c1)NC1CC1 do in these assays?
IDE cell inh: 0.9; IDE cell activ: -0.2

How did Cc1cc2occ(CC(=O)N(C)CC(=O)Nc3ccc(F)cc3)c2cc1C do in these assays?
IDE cell inh: -3.5; IDE cell activ: 6.2

How did O=C(Nc1nc(-c2ccccn2)cs1)c1ccc(-c2ccccc2F)o1 do in these assays?
IDE cell inh: 5.0; IDE cell activ: -7.7

How did COc1ccc(N2CC(C(=O)Nc3cccc(S(=O)(=O)N4CCCC4)c3)CC2=O)c(OC)c1 (stereo not drawn) do in these assays?
IDE cell inh: 4.1; IDE cell activ: -11.0

What do the screens show for `CCOc1ccccc1NC(=O)CN1C(=O)NC(Cc2c[nH]c3ccccc23)C1=O` (stereo not drawn)?
IDE cell inh: -5.2; IDE cell activ: -1.0

How did CCN(Cc1ccccc1)S(=O)(=O)c1c(C)n(C)c(=O)n(C)c1=O do in these assays?
IDE cell inh: 1.2; IDE cell activ: 2.0

How did O=C(COC(=O)c1ccc(F)cc1)NCC1CCCCC1 do in these assays?
IDE cell inh: 4.3; IDE cell activ: 2.7

How did CC(=O)Nc1ccc(NC(=O)COC(=O)c2ccccc2SCC(=O)N2CCCC2)cc1 do in these assays?
IDE cell inh: 6.4; IDE cell activ: -3.2

What do the screens show for `CN(C)C(CNC(=O)c1cccc(NS(=O)(=O)c2ccc(Br)cc2)c1)c1ccco1` (stereo not drawn)?
IDE cell inh: 6.2; IDE cell activ: -1.1

How did CCCCn1nc(C(=O)N2CCN(S(=O)(=O)c3ccccc3)CC2)c2ccccc2c1=O do in these assays?
IDE cell inh: 1.1; IDE cell activ: 4.0

How did CN(CC(=O)Nc1ccc(F)c(F)c1F)C(=O)C1CCN(C(=O)Nc2ccccc2)CC1 do in these assays?
IDE cell inh: -2.4; IDE cell activ: 4.2

What do the screens show for `CC(C)(C)c1ccc(C(=O)N2CCN(c3ccc(N4CCOCC4)nn3)CC2)cc1`?
IDE cell inh: 10.3; IDE cell activ: -14.6

How did CCSc1ccc([C@@H]2[C@@H]3C(=O)N(CC)C(=O)[C@@H]3[C@]3(C(=O)OC)CCCN23)cc1 do in these assays?
IDE cell inh: 6.3; IDE cell activ: -3.0

How did COc1ccc(CCC(=O)NCCS(=O)(=O)N2CCN(c3ccc(F)cc3)CC2)cc1 do in these assays?
IDE cell inh: 3.5; IDE cell activ: 0.8

What do the screens show for `CCOc1ccccc1OCC(=O)Nc1cc(S(=O)(=O)N2CCCCC2)ccc1OC`?
IDE cell inh: -1.2; IDE cell activ: 5.0

Results for Nc1cc(=O)[nH]c(SCC(=O)N2CCC(Cc3ccccc3)CC2)n1 ?
IDE cell inh: -1.3; IDE cell activ: -0.2

How did CCOC(=O)CN(C(=O)CSc1nnnn1C)c1ccccc1 do in these assays?
IDE cell inh: 1.0; IDE cell activ: -4.3

What do the screens show for `CCCOc1cc(NCc2ccccc2)c2ncn(C(C)C)c2c1`?
IDE cell inh: 5.3; IDE cell activ: 6.3

What do the screens show for `O=C(COC(=O)c1cc(=O)[nH]c2ccccc12)NCc1ccccc1Cl`?
IDE cell inh: -0.5; IDE cell activ: 0.6

What do the screens show for `CN(CC(=O)Nc1ccc(F)c(F)c1F)C(=O)Cn1cnc2c1c(=O)n(C)c(=O)n2C`?
IDE cell inh: 0.2; IDE cell activ: -1.5

How did Cc1cc(C)n2nc(C(=O)OCC(=O)NCc3ccc(F)cc3)nc2n1 do in these assays?
IDE cell inh: 2.9; IDE cell activ: 2.5

What do the screens show for `CN1CCN(S(=O)(=O)c2cccc(C(=O)Oc3cccc(Br)c3)c2)CC1`?
IDE cell inh: 0.6; IDE cell activ: -0.8

What do the screens show for `CCN1C(=O)[C@H]2[C@@H](c3ccc(-c4ccc5c(c4)OCO5)cc3)N3CCC[C@@]3(C(=O)OC)[C@H]2C1=O`?
IDE cell inh: 2.4; IDE cell activ: -2.7

What do the screens show for `COc1ccc(CC(=O)NC(=S)Nc2cccc(C)c2)cc1`?
IDE cell inh: 3.0; IDE cell activ: 7.5

Results for O=c1c2ccccc2nc2n1CCc1c-2[nH]c2ccccc12 ?
IDE cell inh: 0.7; IDE cell activ: 2.0

Results for COc1ccc(NC(=O)C(C)Sc2nnc(C3CC3)n2C2CC2)cc1 (stereo not drawn) ?
IDE cell inh: 6.7; IDE cell activ: 2.7

How did CN(C(=O)COC(=O)C1(C)CC1(Cl)Cl)c1c(N)n(Cc2ccccc2)c(=O)[nH]c1=O (stereo not drawn) do in these assays?
IDE cell inh: -2.4; IDE cell activ: -0.1

Results for C[C@@H]1COC(=O)[C@H](CC(=O)OC(C)(C)C)C/C=C\C[C@@H](CC(=O)NCCO)C(=O)N1 ?
IDE cell inh: -5.7; IDE cell activ: 5.9

What do the screens show for `COc1ccccc1C(CNC(=O)c1cccc(NS(=O)(=O)c2ccc(Br)cc2)c1)N(C)C` (stereo not drawn)?
IDE cell inh: 0.8; IDE cell activ: 5.2

How did O=C(NC1CCCCC1)c1ccc(-c2ccccc2F)o1 do in these assays?
IDE cell inh: 4.8; IDE cell activ: 1.7

How did COc1ccc(S(N)(=O)=O)cc1C(=O)OCC(=O)NC(C)(C#N)C1CC1 (stereo not drawn) do in these assays?
IDE cell inh: 1.6; IDE cell activ: 5.1

How did O=C(O)c1ccccc1-c1c2cc(I)c(=O)c(I)c-2oc2c(I)c(O)c(I)cc12 do in these assays?
IDE cell inh: 146.8*; IDE cell activ: -174.2

What do the screens show for `COc1ccc(F)cc1S(=O)(=O)N1CCC2(CC1)OCCN2S(=O)(=O)c1cccs1`?
IDE cell inh: -1.2; IDE cell activ: 2.6

Results for COc1ccc(C(CNC(=O)C(=O)NC2CCCC2)N2CCN(C)CC2)cc1 (stereo not drawn) ?
IDE cell inh: -2.0; IDE cell activ: 4.6

What do the screens show for `O=C(COC(=O)CCC(=O)c1ccc(F)cc1)NC1CCCCC1`?
IDE cell inh: 7.1; IDE cell activ: -1.3

What do the screens show for `Cc1cccc(NC(=O)C2CCN(S(=O)(=O)c3ccc(Cl)cc3)CC2)n1`?
IDE cell inh: 3.0; IDE cell activ: 1.6

What do the screens show for `COc1ccc(CC(=O)Oc2ccc(Br)cc2F)cc1S(=O)(=O)N1CCOCC1`?
IDE cell inh: -2.3; IDE cell activ: 3.8

What do the screens show for `CCCCn1c(N)c(N(C)C(=O)c2cc3c(F)cccc3s2)c(=O)[nH]c1=O`?
IDE cell inh: -3.8; IDE cell activ: 6.8

Results for O=C(NCCC1CCCCN1S(=O)(=O)c1ccccc1)C(=O)NCC1CCCO1 (stereo not drawn) ?
IDE cell inh: 3.9; IDE cell activ: 1.8

Results for CCCCN(C(=O)C1=COCCO1)c1c(N)n(Cc2ccccc2)c(=O)[nH]c1=O ?
IDE cell inh: 0.7; IDE cell activ: 3.8

Results for CCCCN(C(=O)c1cccc(S(=O)(=O)N2CCCC2)c1)c1c(N)n(CCC)c(=O)[nH]c1=O ?
IDE cell inh: 1.7; IDE cell activ: 1.2

Results for CCN(CC(=O)Nc1ccccc1C(F)(F)F)C(=O)Cn1c(=O)cnc2ccccc21 ?
IDE cell inh: 3.9; IDE cell activ: 3.3

How did Cc1cccc(NC(=O)CN2CCN(C(=O)C(C)Oc3ccc(C#N)cc3)CC2)c1C (stereo not drawn) do in these assays?
IDE cell inh: 7.9; IDE cell activ: -1.4

What do the screens show for `COc1ccc2cc(C3=CC(=O)C[C@H](c4ccc5c(c4)OCO5)C3)ccc2c1`?
IDE cell inh: 12.5; IDE cell activ: -1.4

Results for CC1CCCCC1NC(=O)c1cc(=O)[nH]c2ccccc12 (stereo not drawn) ?
IDE cell inh: 5.9; IDE cell activ: 0.9

Some of these compounds in order of number of heavy atoms, lowest first:
What do the screens show for `COc1ccc(CC(=O)NC(=S)Nc2cccc(C)c2)cc1`?
IDE cell inh: 3.0; IDE cell activ: 7.5

How did CCN(Cc1ccccc1)S(=O)(=O)c1c(C)n(C)c(=O)n(C)c1=O do in these assays?
IDE cell inh: 1.2; IDE cell activ: 2.0

How did O=C(COC(=O)/C=C/c1ccc([N+](=O)[O-])cc1)NNC(=O)c1ccccc1 do in these assays?
IDE cell inh: 4.0; IDE cell activ: 3.4

Results for COc1ccc(C(CNC(=O)C(=O)NC2CCCC2)N2CCN(C)CC2)cc1 (stereo not drawn) ?
IDE cell inh: -2.0; IDE cell activ: 4.6

What do the screens show for `COc1ccc(CC(=O)Oc2ccc(Br)cc2F)cc1S(=O)(=O)N1CCOCC1`?
IDE cell inh: -2.3; IDE cell activ: 3.8

How did CN(C(=O)COC(=O)C1(C)CC1(Cl)Cl)c1c(N)n(Cc2ccccc2)c(=O)[nH]c1=O (stereo not drawn) do in these assays?
IDE cell inh: -2.4; IDE cell activ: -0.1

How did CC(=O)Nc1ccc(NC(=O)COC(=O)c2ccccc2SCC(=O)N2CCCC2)cc1 do in these assays?
IDE cell inh: 6.4; IDE cell activ: -3.2

More records:
How did COC(=O)c1ccc(CN(c2ccc(OC)cc2)S(=O)(=O)c2ccccc2)cc1 do in these assays?
IDE cell inh: -9.8; IDE cell activ: 2.2

How did CCN(CC)C(=O)c1[nH]cnc1C(=O)Nc1ccccc1 do in these assays?
IDE cell inh: 2.3; IDE cell activ: -0.1

How did O=C(NNC(=O)c1ccccc1-n1cccc1)c1cncc(Br)c1 do in these assays?
IDE cell inh: 2.3; IDE cell activ: 0.2

Results for O=c1c2ccccc2oc2cc(-c3ccc4cc[nH]c4c3)ccc12 ?
IDE cell inh: -0.2; IDE cell activ: 6.3

How did Cc1ccc(N/N=C/C=C/c2ccco2)cc1 do in these assays?
IDE cell inh: 1.3; IDE cell activ: -1.6

Results for C=CCC[C@H](Cc1ccc(F)cc1)C(=O)OC[C@H](Cc1c[nH]c2ccccc12)NC(=O)[C@H](CC=C)CC(=O)N(CCO)Cc1ccccc1 ?
IDE cell inh: 2.2; IDE cell activ: 9.7

What do the screens show for `O=C(COC(=O)c1ccc(F)c(S(=O)(=O)N2CCOCC2)c1)NCc1ccc(F)cc1`?
IDE cell inh: 6.8; IDE cell activ: 2.7

What do the screens show for `COc1cccc(C(CNC(=O)c2ccc(Cl)c(S(=O)(=O)N3CCCC3)c2)N(C)C)c1` (stereo not drawn)?
IDE cell inh: 2.1; IDE cell activ: 1.9

What do the screens show for `O=C(Nc1ccc(F)c(F)c1)c1ccc(-n2cncn2)c([N+](=O)[O-])c1`?
IDE cell inh: -0.9; IDE cell activ: 4.7

Results for COC(=O)[C@]1(C)N[C@H](CN(C)S(=O)(=O)c2ccc(C)cc2)[C@@H]2C(=O)N(C)C(=O)[C@@H]21 ?
IDE cell inh: 5.6; IDE cell activ: 1.6

What do the screens show for `CCN(CC(=O)Nc1ccc(OC)cc1)C(=O)c1ccc2c(c1)NC(=O)C(C)S2` (stereo not drawn)?
IDE cell inh: 7.1; IDE cell activ: -6.5

Results for Cc1ccc(NC(=O)CSc2nc(=O)n(CCCN3CCOCC3)c3c2CCCC3)c(C)c1 ?
IDE cell inh: 4.3; IDE cell activ: 1.6

Results for CCOc1ccc(NC(=O)CN(C)C(=O)c2ccc(NC3CC3)c([N+](=O)[O-])c2)cc1OCC ?
IDE cell inh: -2.6; IDE cell activ: 2.2

What do the screens show for `O=C(/C=C(O)/C=C/c1ccc(O)cc1)/C=C/c1ccc(O)cc1`?
IDE cell inh: 137.5*; IDE cell activ: -156.5

Screens as filed in PubChem BioAssay.

Only part of the results is shown (hit frequency here may not be typical).
